S-ASM inh: human S-ASM enzyme inhibition | placental ASM, HMU-PC fluorogenic substrate, 60 min | Potency, µM (highest dose often 57.5 µM), for inactives: top-dose activity change, negative = inhibition, actives largely listed as inhibitors | P17405 | 340,000 compounds, 0.006% hits; note: potency is the fitted concentration of half-maximal effect
Target sequence (P17405 47-631 limits assumed): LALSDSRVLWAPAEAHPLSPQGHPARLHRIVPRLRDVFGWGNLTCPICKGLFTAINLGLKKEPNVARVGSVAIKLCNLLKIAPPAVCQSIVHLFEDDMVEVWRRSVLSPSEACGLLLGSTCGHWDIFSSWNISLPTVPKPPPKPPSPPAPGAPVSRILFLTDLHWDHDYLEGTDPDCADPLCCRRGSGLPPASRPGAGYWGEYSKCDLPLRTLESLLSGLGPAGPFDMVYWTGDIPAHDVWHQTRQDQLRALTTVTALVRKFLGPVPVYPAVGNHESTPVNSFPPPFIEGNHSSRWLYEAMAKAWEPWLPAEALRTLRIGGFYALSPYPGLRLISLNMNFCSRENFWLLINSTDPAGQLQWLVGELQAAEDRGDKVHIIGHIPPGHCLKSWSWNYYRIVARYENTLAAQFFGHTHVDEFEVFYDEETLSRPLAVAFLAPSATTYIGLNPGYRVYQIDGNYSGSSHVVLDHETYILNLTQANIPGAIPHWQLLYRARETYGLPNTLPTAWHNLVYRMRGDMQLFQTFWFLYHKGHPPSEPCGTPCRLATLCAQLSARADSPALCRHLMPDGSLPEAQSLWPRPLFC
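Human placenta-derived ASM enzyme was preincubated with compound for 10 minutes at room temperature, then given fluorogenic substrate HMU-PC0 (9 uM final) for 60 minutes at 37 °C; a pH 10 stop preceded fluorescence reading at Ex 386/Em 447 nm.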
TCR act: T cell receptor activation; Potency, µM (titrated, usually from 9.22 µM), inactives show top-dose activation of IL-2 secretion, hits mostly activators; 330,000 tested, under 10 active; primary human leukocytes, anti-CD3, IL-2 HTRF, 48 h; note: % of control where 0% means no effect
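Primary human leukocytes were stimulated with a-CD3 beads plus compounds for 48 hr without co-stimulation; secreted IL-2 was quantified by HTRF using a-IL-2-K (europium cryptate) and a-IL-2-d2, excited at 320nm with acceptor emission read at 665nm.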
Eya2 inh: inhibitors of human Eya2 phosphatase activity; O00167; Potency, µM (highest dose often 76.9 µM), for the others: at the highest dose activity, negative = inhibition, usual class: inhibitors; recombinant Eya2, OMFP fluorescence dephosphorylation (OMFP is methylfluorescein phosphate); AID 488837; 330,000 compounds, 0.006% hits; note: potency is the fitted concentration of half-maximal effect; % is set by controls: 0 for no effect and ±100 for the full control effect
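Eya2 protein (added as 0.2 uM solution) was preincubated with compound for 10 min at ambient temperature in 50 mM HEPES pH 7.5, 50 mM NaCl, 5 uM MgCl2, 0.05% BSA, 1 mM DTT. OMFP (added at 50 uM) then reacted 10 min; fluorescence read at 485/525 nm.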
ELG1 repair inh: inhibitors of ELG1-dependent DNA repair in HEK293T cells; HEK293T ELG1-luciferase reporter, luminescence, 16 h; DNA damage induced by 5-fluorouridine; Potency, µM (titrated, usually from 46.1 µM), for inactives: top-dose activity change, negative = inhibition, actives largely listed as inhibitors; 330,000 compounds, 2.3% hits; AID 504467; note: potency is the fitted concentration of half-maximal effect; % is set by controls: 0 for no effect and ±100 for the full control effect; nearly all actives have a fitted effect of over 55% in size
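Overnight (16 hr) co-exposure of 2,000 cells/well to 5-fluorouridine and compound at 37 °C preceded detection. Luciferase was quantified via ONE-Glo luminescence; loss of signal denotes inhibition.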
Mito fusion yeast: blocks mitochondrial division or promotes mitochondrial fusion; 320,000 compounds, 0.23% hits; Potency, µM (doses to about 46.1 µM), for inactives: top-dose growth rescue (activation), hits mostly activators; S. cerevisiae fusion-defective mutant growth rescue, CellTiterGlo 48 h; AID 485298;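 note: potency is the fitted concentration of half-maximal effect; % of control where 0% means no effect; nearly all actives have a fitted effect of over 45% in size; temperature-sensitive fusion mutants such as fzo1-1 at 37 °C on non-fermentable ethanol glycerol medium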
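Temperature-sensitive fusion-defective S. cerevisiae (e.g. fzo1-1, mgm1-5) were grown with compound in YPEG medium (3% ethanol, 3% glycerol) for 48 hours at 37C. Growth rescue was measured as viability by CellTiterGlo luminescence after 10 minutes at ambient.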
AT treatment: potential ataxia-telangiectasia treatments restoring KAP-1 phosphorylation; […] A-T fibroblasts, KAP-1 phosphorylation AlphaLISA; neocarzinostatin DNA damage 30 min before lysis; Potency, µM (doses to about 57.5 µM), inactives show top-dose activation, hits mostly activators; 320,000 compounds, 0.19% hits; AID 485349; note: potency is the fitted concentration of half-maximal effect; % of control where 0% means no effect; nearly all actives have a fitted effect of over 45% in size
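ATM-like activity read as KAP-1 phosphorylation via AlphaLISA donor/acceptor antibody pairs after lysis and 6 hr at 25C. Cells were ATM-null patient fibroblasts ([…], hTERT), dosed 60 min, then exposed to the DSB inducer NCS for 30 min.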
PTAP TSG101 blk: blocks PTAP/TSG101 interaction to inhibit HIV-1 budding. Q99816. Fluorescence polarization, FITC-PTAP peptide / Tsg101 binding. Potency, µM (top dose mostly 115 µM), for the others: top-dose activity change, negative = inhibition, hits mostly inhibitors. 340,000 tested, under 10 active. AID 493005; active = well fitted inhibition curve with a large enough effect in the main read-out, with a control signal flat, not every such curve was filed as active; inconclusive = small, poorly fitted or top-dose-only effect, or effect the other way, or a change in a side signal; inactive = no such curve, though single readings can be large or run the other way; note: potency is the fitted concentration of half-maximal effect; % of control where 0% means no effect
Target sequence (Q99816 whole entry, looked up): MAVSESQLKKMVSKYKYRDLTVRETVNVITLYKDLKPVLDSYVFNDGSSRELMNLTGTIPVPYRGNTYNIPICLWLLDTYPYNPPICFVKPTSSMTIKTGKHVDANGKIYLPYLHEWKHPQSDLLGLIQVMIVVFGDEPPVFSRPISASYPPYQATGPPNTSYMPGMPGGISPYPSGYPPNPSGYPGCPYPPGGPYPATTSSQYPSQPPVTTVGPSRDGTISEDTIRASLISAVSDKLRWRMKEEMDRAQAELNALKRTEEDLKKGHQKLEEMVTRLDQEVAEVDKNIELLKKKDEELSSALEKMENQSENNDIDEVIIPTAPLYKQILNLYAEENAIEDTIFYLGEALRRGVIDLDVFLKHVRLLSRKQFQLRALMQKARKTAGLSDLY
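FP read-out: FITC-PTAP peptide, 50 nM final, binding Tsg101 binding domain, 10 uM final; 20 min, r.t.; 10 mM HEPES pH 7.5, 0.15 M NaCl, 0.01% Tween 20, 3 mM EDTA, 0.1 mM TCEP.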
Tb PFK inh: blocks T. brucei phosphofructokinase; O15648; T. brucei PFK, ADP-Glo luminescence; Potency, µM (doses to about 57.5 µM), without a hit: top-dose activity, negative = inhibition, hits mostly inhibitors; 330,000 compounds, 0.17% hits;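 note: potency is the fitted concentration of half-maximal effect; 0% = uninhibited 1x PFK enzyme wells and -100% = no-enzyme wells; nearly all actives have a fitted effect of over 60% in size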
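Compounds were pin-transferred as a titration series up to 57 uM into substrate buffer (0.5 mM F6P, 0.1 mM ATP, pH 8.0), then 1.25 nM PFK was added and reactions ran 45 min before ADP-Glo detection.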
Integrin act MD: activates integrin-mediated alleviation for muscular dystrophy; AID 624291; 350,000 compounds, 0.064% hits; Potency, µM (titrated, usually from 38.3 µM), for the others: at the highest dose activation, usual class: activators; alpha7betagal myoblasts, beta-gal FDG fluorescence, 48 h;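 note: potency is the fitted concentration of half-maximal effect; 100% = response of the positive control SU9516; nearly all actives have a fitted effect of over 60% in size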
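alpha7betagal+/- myoblasts (passage 13, 250/well) treated 48 h at 37C with compounds at 1:260 dilution of DMSO stock. Lysed, then beta-galactosidase activity read as FDG fluorescence (ex 480/em 540) after 30 min, with pre-read for autofluorescence.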
Chronic BCR inh: blocks chronic active B-cell receptor signaling; ABC-DLBCL IkBa-CBG/CBR reporter, luminescence ratio, 4 h; Potency, µM (titrated, usually from 46.1 µM), inactives show at the highest dose ratio change, negative = lower green/red ratio, hits mostly inhibitors; 340,000 compounds, 0.05% hits; active = well fitted inhibition curve with a large enough effect in the signal ratio, with a control signal flat, not every such curve was filed as active; inconclusive = small, poorly fitted or top-dose-only effect, or effect the other way, or a change in a side signal; the % refers to the signal ratio;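 note: potency is the fitted concentration of half-maximal effect; plate controls were basal doxycycline-induced cells for no effect and cells given 10 µM MG132 for full effect; MG132 reads +100%, hits lower the ratio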
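TMD8 human ABC-DLBCL cells with doxycycline-inducible IκBα–green luciferase fusion and unfused red luciferase, in 0.5% FBS medium; compounds up to 46 uM, 4 h at 37C. Green/red luminescence ratio, filter-overlap corrected, fitted to concentration-response curves.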
TSHR antagonist: blocks TSH signaling through the human TSH receptor | P16473 | TSHR-expressing cells, TSH-stimulated cAMP HTRF, 2 h; hits give low values | activity change, negative = inhibition, % at 11.5 µM | 330,000 compounds, 0.2% hits;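 active = activity change below a set negative limit, meaning inhibition stronger than a set level, cut at about -70% in these data; inconclusive = activity change between two set negative limits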; note: % is set by controls: 0 for no effect and ±100 for the full control effect
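Antagonism was scored as loss of TSH-driven cAMP in TSHR cells, stimulated with 4nM TSH (EC80) for 2 hours at 37 deg C and detected by homogeneous HTRF competition immunoassay.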
* marks the source's active call; other numbers are inactive results; ? = inconclusive; nt = no result given; [ ] = another dose, or the depositor's remark. Unless noted, calls come from the whole dose curve; as a rule, active = well fitted curve in the direction sought with a large enough effect; inconclusive = small, poorly fitted or top-dose-only effect, or another doubt; inactive = no such curve, though single readings can be large; an effect the other way counts as inactive or inconclusive.

Structure | Mito fusion yeast | S-ASM inh | TCR act | Chronic BCR inh | TSHR antagonist | AT treatment | Tb PFK inh | ELG1 repair inh | PTAP TSG101 blk | Eya2 inh | Integrin act MD
COc1cccc(NC(=O)OCCN2CCN(Cc3ccccc3)CCC2=O)c1 | -2% | -1% | 3% | -4% | -4 | 5% | -6% | 4% | -6% | 2% | -1%
Cc1ccc(C(=O)NC(C)c2ccc(-n3ccnc3)cc2)cc1 (centres undefined) | 8% | 2% | 0% | 17% | 13 | -9% | 0% | -1% | 0% | -7% | 2%
O=C(Nc1ccccc1-c1ccccc1)c1ccc(Br)o1 | 20% | -1% | nt | 18% | 22 | 7% | 2% | -6% | -8% | 0% | 32%
CCN(c1ccccc1)S(=O)(=O)c1cc([N+](=O)[O-])ccc1N | -3% | -5% | -30% | 10% | -18 | 1% | -1% | ? | -5% | 5% | -12%
Cc1cc(NC(=O)CSc2nc(-c3ccccc3)c(C#N)c(=O)[nH]2)no1 | 0% | 10% | nt | 6% | 24 | nt | 4% | 8% | -9% | -1% | 1%[7.66 µM]
O=C(CNC(=O)c1ccccc1)OC(C(=O)c1ccccc1)c1ccccc1 (centres undefined) | -9% | -1% | -7%[46.1 µM] | -1% | 13 | 3% | -2% | 13% | -6% | 2% | -8%
O=C1C=C(c2ccc(OC(F)(F)F)cc2)C[C@@H](c2ccc(Cl)cc2)C1 | 25% | -23% | 2% | ? | -20 | 9% | -1% | 11% | nt | -7% | 5%
COc1cc(/C=N/NC(=O)CCc2c(C)n[nH]c2C)cc(OC)c1OC | 1% | -2% | nt | 3% | 11 | 4% | -8% | ? | -7% | 3% | -13%
O=C(Nc1ccc(Cl)c(C(F)(F)F)c1)c1ccncc1 | 0% | -3% | -2% | 2% | 8 | 2% | 0% | 7% | 0% | -2% | 16%
O=S(=O)(Nc1ccncc1Cl)c1cccc(Cl)c1Cl | 1% | 9% | 2% | -6% | -4 | 2% | 0% | 0% | -10% | 4% | 0%
CC(NC(=O)CN1CCc2ccccc21)c1ccccc1 (centres undefined) | 2% | nt | 1%[46.1 µM] | -1% | -1 | 3% | 0% | -2% | -5% | -4% | 18%
O=C(N/N=C/C1CC2CCC1C2)c1ccc2c(c1)OCO2 (centres undefined) | -4% | 1% | 0%[46.1 µM] | ? | 2 | -4% | -12% | ? | 1% | 1% | 5%
CCN(CC)c1ccc(/C=N/N2CCN(Cc3ccc(Cl)cc3)CC2)c(O)c1 | 0% | 0% | -1% | -9% | 6 | -2% | 1% | -3% | -4% | 6% | -12%
C(=N\c1c(-c2ccccc2)nc2n1CCS2)/c1ccccc1 | -14% | -1% | -3% | 3% | -1 | -6% | 22% | 2% | -1% | 6% | -19%
COc1cccc2[nH]c(C(=O)NN)c(N)c12 | -1% | 14% | 2% | ? | -17 | 8% | 0% | ? | -1% | 8% | 28%

Structure | Mito fusion yeast | S-ASM inh | TCR act | Chronic BCR inh | TSHR antagonist | AT treatment | Tb PFK inh | ELG1 repair inh | PTAP TSG101 blk | Eya2 inh | Integrin act MD
CCOC(CNC(=O)CN1C(=O)COc2ccc(S(=O)(=O)N3CCCC3)cc21)OCC | 1% | 0% | 3% | 3% | -17 | -4% | -1% | 0% | -6% | -8% | 12%
CCn1c(CSc2nnc(-c3ccoc3C)n2C)nc2cc(S(=O)(=O)N(C)C)ccc21 | 3% | 6% | 0% | -1% | -1 | -5% | 1% | -10% | -6% | -7% | 2%
CCC(C)(C)C1CCC2(CC1)NC(=O)N(CC(=O)NCCOc1ccccc1)C2=O (centres undefined) | 20% | 3% | 7% | 2% | 33 | -1% | 1% | -15% | 0% | -6% | 19%
COCC(C)n1c(C)cc(C(=O)COc2ccc(C)nc2[N+](=O)[O-])c1C (centres undefined) | 17% | 8% | -25% | -1% | 1 | -4% | 1% | -8% | -4% | -14% | 18%
CCOC(=O)C(=O)/C(C#N)=C/Nc1ccc(Cl)cc1 | -1% | -2% | 5% | ? | 15 | -1% | -6% | 17% | -2% | 36% | 3%
O=C(CSc1nnc(CNc2ccc(F)cc2)o1)c1ccccc1 | -9% | -9% | 4% | ? | 14 | -4% | -3% | ? | 2% | 1% | -6%
CCn1cc(C(=O)O)c(=O)c2cnc(N3CCN(C(=S)NC(=O)c4ccc(OC)cc4)CC3)nc21 | -7% | -3% | -2% | ? | -35 | -1% | 0% | -6% | 0% | 7% | -26%
O=C(/C=C/c1ccccc1Cl)NCCc1ccccc1 | 5% | -4% | -2% | ? | -1 | 3% | 4% | ? | -6% | 3% | 7%
C=C(C)COc1ccc(-c2nc(N)nc(C(F)(F)F)c2-c2ccc(OC)cc2)c(O)c1 | 30% | -6% | 0% | 2% | -2 | 10% | -6% | ? | 0% | 1% | -16%
CCOC(=O)c1c(NC(=O)c2ccc(Cl)cc2)csc1C | 5% | -1% | 2%[46.1 µM] | ? | -4 | 8% | -3% | 3% | 0% | 10% | 8%
COc1ccccc1NC(=O)C1CCC(CNc2c(N3CCCCC3)c(=O)c2=O)CC1 (centres undefined) | -2% | 4% | -3% | 5% | -27 | 6% | 4% | -1% | -4% | 0% | 2%
CCCc1cc(=O)[nH]c(SCc2cc(=O)oc3cc(C)c(C(C)C)cc23)n1 | 19% | -6% | 1%[46.1 µM] | 0% | -7 | 5% | 3% | 9% | -17% | 3% | 29%
c1ccc([C@H]2CN3C(=N2)Sc2ccccc23)cc1 | 15% | 2% | 9% | ? | -8 | 2% | 0% | ? | -2% | 0% | -22%
Cc1ccc(COc2ccc(/C=N/NC(=O)CN3CCCCC3)cc2)cc1 | 3% | -7% | 5% | 9% | 0 | -1% | 1% | ? | 2% | 18% | ?
Cc1ccc(S(=O)Cc2ccc(C(=O)N3CCN(C(=O)c4ccco4)CC3)o2)cc1 (centres undefined) | 0% | -1% | -7% | 0% | -11 | -3% | 3% | 4% | -4% | 5% | -11%

Filtered by structure: the entries above containing a furan ring, fused or not
Structure | Mito fusion yeast | S-ASM inh | TCR act | Chronic BCR inh | TSHR antagonist | AT treatment | Tb PFK inh | ELG1 repair inh | PTAP TSG101 blk | Eya2 inh | Integrin act MD
O=C(Nc1ccccc1-c1ccccc1)c1ccc(Br)o1 | 20% | -1% | nt | 18% | 22 | 7% | 2% | -6% | -8% | 0% | 32%
CCn1c(CSc2nnc(-c3ccoc3C)n2C)nc2cc(S(=O)(=O)N(C)C)ccc21 | 3% | 6% | 0% | -1% | -1 | -5% | 1% | -10% | -6% | -7% | 2%
Cc1ccc(S(=O)Cc2ccc(C(=O)N3CCN(C(=O)c4ccco4)CC3)o2)cc1 (centres undefined) | 0% | -1% | -7% | 0% | -11 | -3% | 3% | 4% | -4% | 5% | -11%

The list goes on:
Structure | Mito fusion yeast | S-ASM inh | TCR act | Chronic BCR inh | TSHR antagonist | AT treatment | Tb PFK inh | ELG1 repair inh | PTAP TSG101 blk | Eya2 inh | Integrin act MD
Cc1ccc(S(=O)(=O)N(C)c2ccc(OCC(=O)N3CCCC(C(F)(F)F)C3)cc2)cc1 (centres undefined) | 9% | -3% | 0% | -1% | -2 | 3% | -4% | -15% | 0% | 9% | -19%
COc1ccc(N2C(=O)CN=C2Nc2cccc(C)c2C)cc1OC | -7% | 0% | 1% | 4% | -8 | -4% | -1% | -2% | -9% | 2% | 9%
CCOc1ccc(CCNC(=O)C2CCCN(S(C)(=O)=O)C2)cc1OCC (centres undefined) | -25% | 4% | 4% | -4% | -4 | 2% | 0% | -3% | -3% | 1% | ?
Cc1nnc(NC(=O)CSc2nnnn2Cc2ccccc2)s1 | -4% | 0% | 0% | 1% | 2 | 1% | -4% | 10% | -1% | 5% | -1%

High-throughput results (PubChem)
